ALDH1A1 block: blocks purified human ALDH1A1 activity. P00352. AID 1030. 7.3% of 220,000 active. Purified ALDH1A1, NADH fluorescence, propionaldehyde substrate. Potency, µM (titrated, usually from 75.3 µM), inactives show at the top dose activity, negative = inhibition, usual class: inhibitors; active means well fitted inhibition curve with a large enough effect, not every such curve was filed as active; inconclusive means small, poorly fitted or top-dose-only effect, or another doubt; inactive means no such curve, though single readings can be large or run the other way;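 further: plate controls were no enzyme wells and a reference inhibitor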
TR SRC2 fluor cs: counter-screen for TRb-SRC2 inhibitors: fluorescence interference; 0.29% of 280,000 active; Potency, µM (titrated, usually from 106 µM), for the others: top-dose fluorescence change, negative = quenching; TRb/SRC2 Texas Red total fluorescence interference; active means well fitted curve in either direction with a large enough effect; inconclusive means small, poorly fitted or top-dose-only effect; further: on the % scale 0 is the no-effect control and ±100 the full control effect
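Human TRβ ligand-binding domain (0.6 uM) and Texas Red SRC2 peptide (20 nM) in Tris buffer with 1 uM T3 and 5% DMSO were incubated with pinned compound for 5 hr at ambient temperature. Total fluorescence was computed as S + 2P (555/632 nm).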
RGS12 GoLoco inh: inhibitors of human Gai1-RGS12 GoLoco interaction (red fluorophore); P63096; Gai1:RGS12 GoLoco peptide FP, rhodamine, 10 min; Potency, µM (series often up to 61.6 µM), inactives show at the highest dose activity, negative = inhibition, usual class: inhibitors; 0.44% of 230,000 active; active means well fitted inhibition curve with a large enough effect, not every such curve was filed as active; inactive means no such curve, though single readings can be large or run the other way; further: on the % scale 0 is the no-effect control and ±100 the full control effect; nearly all actives have a fitted effect of over 30% in size; many of its hits are not listed in these tables
Target sequence (P63096 whole entry, looked up): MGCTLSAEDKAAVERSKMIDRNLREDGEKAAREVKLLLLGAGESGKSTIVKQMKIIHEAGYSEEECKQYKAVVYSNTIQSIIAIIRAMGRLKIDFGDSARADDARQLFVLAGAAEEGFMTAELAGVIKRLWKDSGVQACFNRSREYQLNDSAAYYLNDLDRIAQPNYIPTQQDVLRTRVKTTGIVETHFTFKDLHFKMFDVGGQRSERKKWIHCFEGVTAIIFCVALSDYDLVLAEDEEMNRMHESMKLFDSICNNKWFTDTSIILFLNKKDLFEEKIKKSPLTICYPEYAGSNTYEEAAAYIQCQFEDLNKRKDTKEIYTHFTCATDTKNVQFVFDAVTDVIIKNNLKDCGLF
TRb SRC2 PPI: TRbeta-SRC2 interaction inhibition | AID 1469 | TRbeta-SRC2 peptide binding, fluorescence polarization; receptor liganded with 1 µM T3 | Potency, µM (series often up to 106 µM), inactives show top-dose activity change, negative = inhibition, most hits filed as inhibitors | 0.065% of 280,000 active;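 further: plate controls were bound peptide for no effect and peptide without receptor for full effect; nearly all actives have a fitted effect of over 50% in size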
Target sequence (P10828 whole entry, looked up): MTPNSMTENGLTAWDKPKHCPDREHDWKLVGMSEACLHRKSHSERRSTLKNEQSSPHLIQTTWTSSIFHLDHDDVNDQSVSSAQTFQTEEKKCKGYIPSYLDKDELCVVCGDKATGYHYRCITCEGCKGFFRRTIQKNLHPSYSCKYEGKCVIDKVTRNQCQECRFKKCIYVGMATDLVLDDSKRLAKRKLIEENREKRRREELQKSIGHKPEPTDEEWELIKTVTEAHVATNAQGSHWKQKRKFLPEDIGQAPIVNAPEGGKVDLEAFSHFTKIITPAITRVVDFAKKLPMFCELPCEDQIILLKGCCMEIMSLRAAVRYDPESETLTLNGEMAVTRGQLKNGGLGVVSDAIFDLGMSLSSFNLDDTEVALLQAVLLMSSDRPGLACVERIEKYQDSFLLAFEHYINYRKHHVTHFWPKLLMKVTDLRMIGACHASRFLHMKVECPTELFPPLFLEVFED
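Decrease in fluorescence polarization of 20 nM Texas Red SRC2 coactivator peptide flagged inhibition of its binding to 0.6 uM TRb LBD; 1 uM T3 included, incubation 5 hr, ex 555/em 632 nm.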
Lamin A splicing: LMNA splicing modulation; 0.01% of 200,000 active; AID 1487; Potency, µM (series often up to 46.1 µM), without a hit: at the top dose ratio change, negative = inhibition, usual class: inhibitors; HeLa LMNA splicing GFP/RFP minigene ratio, 48 h; active means well fitted inhibition curve with a large enough effect in the signal ratio, with a control signal flat, not every such curve was filed as active; inconclusive means small, poorly fitted or top-dose-only effect, or effect the other way, or a change in a side signal; the % refers to the signal ratio; further: on the % scale 0 is the no-effect control and ±100 the full control effect
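S3 HeLa stable clones carrying a lamin A-EGFP splicing minigene plus DsRed2 were seeded at 600 cells/well in Opti-MEM with 2% FBS, pin-dosed and incubated 48 h at 37°C. Acumen cytometry (488 nm) gave the GFP/RFP total-intensity ratio.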
SMN2 splice enh: enhancers of SMN2 splice variant expression; HEK293 SMN2-luciferase splicing reporter, luminescence, 30-36 h; Potency, µM (series often up to 46.1 µM), without a hit: at the highest dose activity change, positive = activation, most hits filed as activators; AID 1458; 2.8% of 210,000 active; further: % of control where 0% means no effect; nearly all actives have a fitted effect of over 55% in size
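HEK293 cells carry an SMN2 […]–luciferase reporter in which exon 7 inclusion puts luciferase in frame. Cells were plated 10-12 h before compound addition, then incubated 30-36 h at 37C. ONE-Glo luminescence was read; sodium butyrate at 4.5 mM final served as control.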
KDM4E inh: blocks human JMJD2E demethylase activity; JMJD2E catalytic domain, FDH-coupled NADH fluorescence (FDH is formaldehyde dehydrogenase); Potency, µM (highest dose often 57.1 µM), for the others: top-dose activity change, negative = inhibition, usual class: inhibitors; 1.6% of 230,000 active; AID 2147; active means well fitted inhibition curve with a large enough effect, not every such curve was filed as active; inconclusive means small, poorly fitted or top-dose-only effect, or another doubt; inactive means no such curve, though single readings can be large or run the other way;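 further: 0% = wells with enzyme and -100% = buffer wells without enzyme; nearly all actives have a fitted effect of over 50% in size; many of its hits are not listed in these tables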
RECQ1 inh: blocks DNA unwinding by human RECQ1; RECQ1 DNA unwinding, red fluorescence kinetic read; Potency, µM (titrated, usually from 57.3 µM), for the others: top-dose activity, negative = inhibition, hits mostly inhibitors; AID 2549; 0.54% of 240,000 active; P46063;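 further: plate controls were vehicle for no effect and no enzyme for full effect; nearly all actives have a fitted effect of over 30% in size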
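50 nM RECQ1T1 preincubated 15 min with compound in Tris pH 8.0 buffer with MgCl2, DTT, Tween-20 and 2.5 ug/ml poly(dI-dC); started with 200 nM TAMRA/BHQ-2 forked duplex and 2 mM ATP. Unwinding read as fluorescence (525/598 nm), two reads 2 h apart.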
An asterisk follows results filed as active; i = inactive; ? = inconclusive; . = no result given; & = joins results of further samples; [ ] = dose if it differs, or a comment. Unless noted, the call rests on the fitted dose curve; in most records, active means well fitted curve in the direction sought with a large enough effect; inconclusive means small, poorly fitted or top-dose-only effect, or another doubt; inactive means no such curve, though single readings can be large; an effect the other way counts as inactive or inconclusive. Potency means the concentration at half of the fitted maximal effect.

SMILES | ALDH1A1 block | TR SRC2 fluor cs | RGS12 GoLoco inh | TRb SRC2 PPI | Lamin A splicing | SMN2 splice enh | KDM4E inh | RECQ1 inh
CC(=O)c1ccc(/C=C/c2nc3ccccc3n2C)o1 | . | -4% | -5% | 1% | . | . | ? | -18%
COc1ccc(CC(=O)NNC(=O)c2cnccn2)cc1 | 13% | -1% | 14% | -2% | 0% | ? | -17% | -1%
CCO[C@H]1OC(C(=O)O)=C[C@@H](C)[C@@H]1CCCO | 4% | -3% | 3% | -12% | . | . | -1% | -2%
O=S(=O)(NC1=NCCC1)c1ccc(F)cc1F | 4% | -2% | 5% | 3% | -9%[46 µM] | 2% | 0% | 4%
Cc1cc(SC(C)C(=O)Nc2ncc(Cl)cc2Cl)nc2ccccc12 (stereo not drawn) | -8% | 0% | 0% | -3% | ? | 3.5µM* | -4% | i
Cc1c([N+](=O)[O-])c([N+](=O)[O-])nn1CC(=O)NCCc1ccccc1 | ? | ? | 5% | 3% | -16% | 9% | 4% | 3%
CC(C)CN(CC(C)C)c1nnc(N)s1 | 5% | 0% | 9% | 5% | 7% | -3% | 10% | -3%
CCOC(=O)c1ccc2c(c1)nc(SCC(=O)NC(C)C)n2CC | ? | -4% | 12% | 0% | 7% | -16% | -9% | i
CCCn1c(=O)c2ccccc2n2c(SCC(=O)c3cc(C)n(CC4CCCO4)c3C)nnc12 (stereo not drawn) | 5% | 4% | 6% | 6% | 5% | -11% | ? | -1%
CCC(C)NC(=O)N[C@@H](Cc1ccccc1)C(=O)O (stereo partly drawn) | -9% | -5% | . | -3% | 2% | . | -21% | i
CN1CCN(c2ncnc3ccc(-c4ccccc4C#N)cc23)CC1 | ? | -6% | 9% | -5% | -7% | -23% | ? | -1%
O=c1cc(/C=C/c2ccccc2)oc2ccccc12 | ? | -5% | 8% | 12% | -15% | 11µM* | ? | 11%
O=C(CN1C(=O)CSCC1=O)Nc1ccc2c(c1)OCO2 | -5% | 1% | 6% | 0% | -10% | 10% | 0% | -13%
CC(=O)Nc1c(O)nc(SCC(=O)Nc2nnc(SCc3ccccc3)s2)[nH]c1=O | ? | -6% | 0% | -1% | . | . | 7% | -12%
CCCn1c(-c2ccc(F)cc2)cnc1SCC(=O)O | -6% | 2% | 5% | -7% | -10% | 13% | -7% | -7%
Cc1ccc(N/C=C2\C(=O)N(c3ccc(F)cc3F)C(c3cccnc3)S2(=O)=O)cc1 (stereo not drawn) | . | -1% | 0% | -7% | . | . | 18% | 19%
CCOC(=O)C(NC(C)=O)(Nc1ccc(S(=O)(=O)Nc2cc(C)on2)cc1)C(F)(F)F (stereo not drawn) | 18% | -1% | 3% | -13% | -3% | -55%[inhibitor] | 4% | 0%
Cc1ccc(-c2nc(NC(=O)CSc3cc(C)c4ccccc4n3)ns2)cc1 | 7% | -14%&1% | 1% | 0%&3% | -4% | 0%&8% | 9% | 18%
O=C(CSc1ncn[nH]1)Nc1ccccc1C(=O)O | 9% | 0% | -3% | -3% | 9% | -5% | -2% | -3%
COc1ccc(/C=C(\NC(=O)c2ccccc2)C(=O)N/N=C/c2ccncc2)cc1 | ? | -1% | -17% | -1% | -3% | 19% | -7% | -2%
COC(=O)Cc1ccc2sc(-c3ccccc3)nc2c1 | 4% | 0% | -21% | 1% | 16% | 1.6µM* | -4% | -4%
CSc1cc(C)c(OCC(=O)Nc2ccc(NC(C)=O)cc2)c(C)c1 | ? | 1% | -1% | -3% | -12%[46 µM] | . | 1% | i
CC1CCCN(C(=S)SCC(=O)O)C1 (stereo not drawn) | 7% | -1%[53 µM] | 3% | -1%[53 µM] | -12% | 14% | -1% | -6%
CNC(=O)Nc1ccc(Cn2cc(C(F)(F)F)ccc2=O)cc1 | 1% | -1% | -17% | -5% | . | -9% | -6% | -1%
O=C(CSc1nc2ccccc2o1)c1ccc2c(c1)OCCO2 | 5% | -3% | 15% | 14% | -3% | -1% | 3% | -18%
CC(C)NS(=O)(=O)c1ccc(OCC(=O)NCc2cccnc2)cc1 | 40%[activator] | -4% | 6% | -11% | 1% | 26% | -6% | -1%
CC(C)CCNC(=O)c1csc2c1CCCCC2 | -6% | 0% | -5% | 2% | . | 9% | -7% | -3%
CNC(=O)COc1ccc(Nc2nnc(C)c3ccccc23)cc1 | . | -3% | 0% | 1% | . | . | -3% | -7%
CC(=O)N1CCN(CCN2C(C)=CC(=C(C#N)C#N)C=C2C)CC1 | ? | -6% | 2% | -2% | -3%[46 µM] | 1% | -6% | -2%
COc1ccc(C(C)=O)cc1COc1ccc(F)cc1 | ? | -3% | 8% | 0% | 4%[46 µM] | -11% | 2% | 0%
Cc1csc(-c2cccnc2)n1 | 2% | -1% | 7% | -3% | -10% | 7% | 1% | 2%
CCOC(=O)Nc1sc(C(=O)N(C)C)c(C)c1C(=O)OCC | ? | -4% | 5% | -1% | 6% | -3% | 8% | -12%
O=C(CN1C(=O)NC2(CCc3ccccc3C2)C1=O)Nc1ccc(Cl)cc1F (stereo not drawn) | 16% | -11% | -7% | -5% | -15% | 8% | 7% | 0%
CC(=O)Nc1ccc(S(=O)(=O)Nc2cccc(NC(=O)c3ccco3)c2)cc1 | 13% | 1% | -5% | 3% | ? | 0% | 5% | -3%
Cc1cccc(NC(=O)CN(C)S(=O)(=O)c2cccc3nsnc23)c1C | -8% | 2% | -2% | 2% | 7% | -17% | 20% | -5%
O=C(COC(=O)c1ccc(S(=O)(=O)N2CCCC2)cc1)NCc1cccs1 | -15% | -4% | 3% | 0% | 6%[46 µM] | -7% | -16% | -4%
O=C(O)CC(Cc1ccc(Br)cc1)C(=O)O (stereo not drawn) | 4% | -3% | 2% | -9% | 11% | 18% | 3% | -1%
CSc1cccc(NC(=O)CSc2ncccc2C(=O)Oc2cccc([N+](=O)[O-])c2)c1 | ? | -20% | 12% | 1% | -10% | 16% | -9% | -8%
CN(C)c1cc(NC(=O)CNC(C)(C)CC(C)(C)C)c2ccccc2n1 | ? | 0% | 0% | 8% | ? | -23% | ? | ?
CCOC(=O)c1cc(-c2ccccc2)sc1NC(=S)Nc1cc(C)ccn1 | 3% | -2% | 27% | -11% | ? | -14% | 1% | 0%
CCCCCC(=O)NNC(=S)NC(C)=O | -6% | -3% | 0% | -1% | . | . | ? | -4%
Cc1ccc(NC(=O)CSCc2nc3c(nnn3Cc3ccc(F)cc3)c(=O)[nH]2)c(C)c1 | 7% | 0% | 16% | -6% | ? | . | -14% | i
CC(C)CN1CCCC2(CCN(C(=O)c3csnn3)CC2)C1 | 5% | . | 2% | . | . | 7% | . | -2%
Cc1ccc(C(=O)Nc2cccc([N+](=O)[O-])c2)cc1S(=O)(=O)Nc1ccc(C(=O)O)cc1 | ? | -2% | 5% | 3% | . | 11% | -3% | 0%
O=C(Cc1ccccc1Cl)Nc1cccc(S(=O)(=O)N2CCOCC2)c1 | -7% | -1% | 4% | -2% | -10% | -7% | -2% | -2%
CCn1cnc2cc(NCc3ccc(N(C)C)cc3)ccc21 | ? | -6%&3% | -1% | 1%&-3% | ? | -18%&-23% | ? | -3%
O=C(COc1ccccc1Cl)Nc1ccc(C(=O)c2ccc(C(=O)O)cc2)cc1 | ? | 0% | 4% | 11% | ? | -10% | -3% | i
O=C(O)CC(NCc1ccco1)C(=O)OCC1CCCO1 (stereo not drawn) | -3% | 0% | 8% | -5% | 9% | -3% | 1% | -15%
COC(=O)c1ccc(SCc2cnc(Cl)s2)cc1 | ? | 2% | 0% | -2% | 0% | 9% | -6% | -4%
CCOc1ccccc1CNC(=O)c1cn(C)c(=O)c2c1c1ccccc1n2C | -14% | 2% | -5% | -9% | -8%[46 µM] | -28% | ? | 2%
Additional structures:
SMILES | ALDH1A1 block | TR SRC2 fluor cs | RGS12 GoLoco inh | TRb SRC2 PPI | Lamin A splicing | SMN2 splice enh | KDM4E inh | RECQ1 inh
COc1ccc(-n2cnnc2SC(C)c2nc3sc(C)c(C)c3c(=O)[nH]2)cc1 (stereo not drawn) | -10% | -1% | 23% | 0% | -5% | 0% | -15% | -18%
COc1ccc(-n2c(=O)c3ccccc3n(Cc3cccc(C)c3)c2=O)cc1OC | 5% | -1% | 1% | 9% | -4%[46 µM] | -4% | -2% | 1%
O=C(Nc1cccnc1)c1c(F)cccc1F | 12% | -2% | 1% | 0% | ? | -3% | -5% | 0%
Cc1ccc(CNC(=O)CO/N=C/c2ccc3c(c2)OCO3)cc1 | -1% | -1% | 13% | 1% | 5% | 2% | 3% | i
Cc1cc([N+](=O)[O-])cc2c1NC(c1ccccn1)C1CC=CC21 (stereo not drawn) | -4% | -2% | 16% | -2% | 14%[46 µM] | . | -15% | 0%
CCOC(=O)c1c(NC(=O)CSc2nnc(-c3cccnc3)n2Cc2ccco2)sc(C)c1C | 25µM* | -4% | 20% | -7% | ? | -23% | -3% | i
COc1cccc(/C=N/NC(=O)CSc2nnc(C)n2-c2ccccc2)c1O | 3% | -2% | 16% | -14% | ? | -25% | 28µM* | -8%
O=[N+]([O-])c1ccccc1CN1CCN(Cc2ccccn2)CC1 | ? | -5% | -17% | 0% | 20%[46 µM] | 4% | ? | 7%
O=C(COC(=O)CCc1ccc(S(=O)(=O)N2CCOCC2)cc1)Nc1cccc(Cl)c1 | ? | 1% | 2% | -1% | -11%[46 µM] | 19% | -12% | -15%

In the list so far, two have a CF3 group.
SMILES | ALDH1A1 block | TR SRC2 fluor cs | RGS12 GoLoco inh | TRb SRC2 PPI | Lamin A splicing | SMN2 splice enh | KDM4E inh | RECQ1 inh
CCOC(=O)C(NC(C)=O)(Nc1ccc(S(=O)(=O)Nc2cc(C)on2)cc1)C(F)(F)F (stereo not drawn) | 18% | -1% | 3% | -13% | -3% | -55%[inhibitor] | 4% | 0%
CNC(=O)Nc1ccc(Cn2cc(C(F)(F)F)ccc2=O)cc1 | 1% | -1% | -17% | -5% | . | -9% | -6% | -1%

Compound activity from PubChem.

The list is partial; the hit share may differ from the screen's.
